Screening data: PubChem BioAssay, several laboratories
Rtt109 Vps75 – blocks Candida albicans Rtt109/Vps75 acetyltransferase activity; purified Rtt109/Vps75, ThioGlo CoA-SH fluorescence, 4 h; hit rate 0.16% among 330,000; inhibition, % at 34.9 µM; AID 540336; Q5AAJ8;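 active means inhibition of at least 50% in every replicate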
Target sequence (Q5AAJ8 whole entry, looked up): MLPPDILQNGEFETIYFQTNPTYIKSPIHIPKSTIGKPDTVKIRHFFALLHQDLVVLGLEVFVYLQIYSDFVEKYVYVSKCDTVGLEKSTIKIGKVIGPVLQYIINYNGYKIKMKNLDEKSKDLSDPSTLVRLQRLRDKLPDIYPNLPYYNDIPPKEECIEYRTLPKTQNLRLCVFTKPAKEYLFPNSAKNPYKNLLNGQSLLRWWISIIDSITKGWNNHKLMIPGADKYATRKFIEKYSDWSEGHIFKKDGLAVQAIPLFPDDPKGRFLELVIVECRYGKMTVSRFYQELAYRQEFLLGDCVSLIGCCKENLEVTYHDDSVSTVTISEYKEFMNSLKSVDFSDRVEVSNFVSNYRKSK
RTF Ca sens act – increases calcium sensitivity of human cardiac regulated thin filaments; IANBD-labeled TnC RTF fluorescence at EC20 calcium; 0% EC20 calcium, 100% full calcium; activation, % at 7.2 µM; hit rate 0.24% among 340,000;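 active means activation above the mean over all tested compounds plus 3 SD, cut at about 30% in these data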;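 further: rise in fluorescence read as greater calcium sensitivity of cardiac thin filaments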
SR-BI DiI-HDL act – enhances SR-BI lipid uptake from DiI-HDL | hit rate 0.096% among 320,000 | activation, % at 12.5 µM | CHO ldlA[mSR-BI] cells, DiI-HDL uptake fluorescence, 3 h; 100 = double the neutral-control signal;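 active means mean replicate activation of at least 60% and every replicate at or above 60%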;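 further: 0% = median plate neutral-control signal and 100% = twice that signal; values of inactives mirror those of a sister screen read the other way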
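Material: SR-BI-overexpressing, LDLR-lacking CHO cells | Dosing: Single compound concentration, delivered by pin transfer | Probe or stimulus: Labelled HDL, 10 µg/mL | Signal: Bottom-read cell fluorescence after medium removal, ex 550/em 595 nm | Schedule: 3 h, 37 °C | Evaluation: HDL uptake via cellular fluorescence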
CAL PDZ FP-1 – blocks peptide binding to human CAL PDZ domain; hit rate 0.02% among 330,000; AID 504414; Q9HD26; inhibition, % at 20 µM; purified CAL PDZ, TMR-peptide fluorescence polarization, 1 h;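 active means highest replicate inhibition of at least 40%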;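 further: plate controls were DMSO neutral control wells for no effect and unlabeled competitor peptide control wells for full effect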
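System: purified tagged CAL PDZ domain construct (CerCALP). Schedule: 1 h incubation at room temperature before polarization reading. Medium: 25 mM sodium phosphate pH 7.4, 150 mM NaCl, TCEP, IgG, Thesit. Read-out: percent inhibition from loss of millipolarization. Measured by: FP readout, S and P plane fluorescence. Probe or stimulus: fluorescent TMR peptide probe.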
CAL PDZ FP-2 – inhibitors of human CAL PDZ peptide binding; Q9HD26; purified CAL PDZ, TMR-peptide fluorescence polarization, 1 h; inhibition, % at 24.9 µM; hit rate 0.92% among 300,000; AID 602252;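 active means mean inhibition of at least 30% with at least half of replicates also reaching 30%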;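 further: 0% = DMSO neutral control and 100% = excess unlabeled competitor peptide PRC23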
Keap1-Nrf2 PPI – inhibitors of human Keap1-Nrf2 protein-protein interaction; Q14145; Keap1 Kelch-Nrf2 peptide fluorescence polarization, 1536-well; AID 504523; inhibition, % at 9.4 µM; hit rate 0.15% among 340,000; in the data active means inhibition above about 12%;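 further: human Keap1 Kelch domain with fluorescein labeled Nrf2 9mer peptide probe; 0% = neutral control wells and 100% = peptide positive control; higher means more block of Keap1 binding to Nrf2 peptide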
Target sequence (Q14145 whole entry, looked up, the tested form may be a part): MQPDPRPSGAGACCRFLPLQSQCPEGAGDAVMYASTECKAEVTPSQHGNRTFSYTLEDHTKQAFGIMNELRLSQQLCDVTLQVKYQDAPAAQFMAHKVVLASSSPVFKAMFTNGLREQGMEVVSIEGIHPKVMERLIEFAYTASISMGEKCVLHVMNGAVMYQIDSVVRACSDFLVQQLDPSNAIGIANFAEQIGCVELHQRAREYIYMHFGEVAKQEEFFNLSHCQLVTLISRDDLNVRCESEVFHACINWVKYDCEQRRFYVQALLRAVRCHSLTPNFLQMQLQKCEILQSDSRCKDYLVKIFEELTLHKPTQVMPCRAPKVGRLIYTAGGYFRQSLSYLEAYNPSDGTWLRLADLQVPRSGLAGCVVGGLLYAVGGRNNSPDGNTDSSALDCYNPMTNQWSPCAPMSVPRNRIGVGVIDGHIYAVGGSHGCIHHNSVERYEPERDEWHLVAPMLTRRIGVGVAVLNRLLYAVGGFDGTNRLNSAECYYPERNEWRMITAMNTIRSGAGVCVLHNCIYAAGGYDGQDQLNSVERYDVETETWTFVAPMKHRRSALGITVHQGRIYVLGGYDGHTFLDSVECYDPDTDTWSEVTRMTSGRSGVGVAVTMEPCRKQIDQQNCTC
PKA-R2B act – activates the human PKA-R2B holoenzyme complex. activation, % at 11.4 µM. AID 504700. hit rate 0.079% among 340,000. PKA-R2B holoenzyme dissociation, Cy5-IP20 fluorescence polarization; R2B truncated from residue 108, S112A mutant; 0% DMSO only, 100% 113 µM cGMP;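 active means activation above a cutoff set at the mean over all compounds plus 3 SD, cut at about 18% in these data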;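 further: higher means more holoenzyme dissociation and a rise in polarization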
LANA DNA inh – blocks KSHV LANA C-terminal domain binding to DNA; hit rate 0.078% among 340,000; MBP-C-LANA/FAM-LBS DNA binding, fluorescence polarization; AID 504423; inhibition, % at 9 µM;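 active means highest replicate inhibition at or above 60% at 9 µM, even if other replicates fall short; inactive means all replicates below 60% inhibition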;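 further: 0% = neutral control wells and 100% = 4 µM acridine orange control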
RTF Ca sens inh – cardiac RTF calcium desensitization. P19429+P45379. IANBD-labeled cardiac RTF, Ca2+ fluorescence. inhibition, % at 7.15 µM. hit rate 0.12% among 340,000. AID 493244;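 active means inhibition above the mean inhibition of all tested compounds plus 3 SD, cut at about 17% in these data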;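 further: assay run at fixed EC70 calcium of 1.6 mM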
DAGLB inhibitor – blocks human DAGLB lipase activity. AID 504411. hit rate 0.059% among 340,000. HEK293T DAGLB membrane lysate, EnzChek fluorogenic substrate. inhibition, % at 5.17 µM. Q8NCG7; in the data active means inhibition above about 34%;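 further: 0% = enzyme with vehicle and 100% = wells lacking enzyme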
Starred values were filed as active, the others as inactive; i = inactive; · = no result given. An unsorted share of the library, and some 1.6% of all compounds hit somewhere here.

Every second line gives: Rtt109 Vps75	RTF Ca sens act	SR-BI DiI-HDL act	CAL PDZ FP-1	CAL PDZ FP-2	Keap1-Nrf2 PPI	PKA-R2B act	LANA DNA inh	RTF Ca sens inh	DAGLB inhibitor
[1] CCOC(=O)C1=C(C(=O)OCC)c2ccc(OC)c(OC)c2C1
 : -5	-1	-13	-0.6	-4	-7	-6	-1.0	1	-4
[2] Cc1ccc(C(=O)N/N=C2\CC3CC=CC23)c(C)c1 (stereo not given)
 : -1	7	32	-1.5	-5	-1	-19	-0.4	-4	3
[3] CC(C)c1nc(SCC(=O)N2CC(=O)Nc3ccccc32)c2ccccc2n1
 : -2	5	·	-0.9	·	2	7	2.5	-5	1
[4] Cc1cc(C)c(S(=O)(=O)c2ccccc2C)c(N(C)C)n1
 : 2	-2	11	0.6	1	-6	0	-0.9	-2	-4
[5] CCOC(=O)N1CCN(C(=O)COc2cc(=O)n(C)c3ccccc23)CC1
 : -12	-8	10	0.7	·	-3	-2	0.1	0	-1
[6] COc1ccccc1NC(=S)NC(NC(=O)c1ccco1)C(Cl)(Cl)Cl (stereo not given)
 : 1	-3	-3	-2.1	-4	-4	-9	1.4	-16	-3
[7] COc1ccc(C(=S)N2CCOCC2)cc1OC(=O)c1cccc([N+](=O)[O-])c1
 : 6	-8	-13	-1.0	2	-2	2	-0.1	11	-3
[8] CCc1ccc(CC2S/C(=C(\C#N)C(C)=O)NC2=O)cc1 (stereo not given)
 : 18	-5	6	-0.8	-1	-4	-9	5.5	2	12
[9] O=C(O)C1=C[C@H](C2CC2)C[C@H](OCCCCO)O1
 : 3	7	-3	-0.7	-4	-4	0	-1.4	-7	2
[10] COc1cc(/C=C2\C(=N)N3N=C(S(C)(=O)=O)SC3=NC2=O)ccc1OC(=O)c1ccco1
 : 2	-7	9	-6.9	-16	-9	-4	-9.7	-9	6
[11] S=c1[nH]nc(C2CCCCC2)n1/N=C/c1ccncc1
 : -11	0	8	-1.9	0	-3	0	-0.2	-5	-2
[12] COc1ccc(Cc2nnc(NC(=O)C3CC(=O)N(CCc4ccc(F)cc4)C3)s2)cc1OC (stereo not given)
 : 9	0	·	-2.9	-3	1	-9	0.4	-12	-2
[13] COc1cccc(-n2c(SCC(=O)O)nnc2-c2cccnc2)c1
 : -14	4	13	-2.9	-3	-2	-6	0.9	0	-3
[14] CC1CCc2cc(F)ccc2N1C(=O)CSc1nnc2c3ccccc3n(C)c2n1 (stereo not given)
 : -5	-3	-31	-0.5	-3	1	-2	-0.6	-7	1
[15] O=C(Nc1cccc(C2OCCCO2)c1)c1cccs1
 : 3	4	6	-1.8	-1	0	-1	1.0	-11	-2
[16] COc1ccc(Cn2c(C)ccc2C)cc1
 : 0	6	8	-7.8	-5	-7	-6	4.2	-8	1
[17] COC(Cc1nnc(SC)n1-c1ccccc1)OC
 : 0	3	37	-0.9	·	3	13	-0.1	-6	-4
[18] Nc1cc2c3c(cccc3c1)C(=O)N(CCN1CCCC1)C2=O
 : 2	14	8	-0.2	0	3	-6	2.1	-19	-1
[19] O=C(COc1ccccc1)Nc1ccccc1F
 : 7	5	5	-0.6	-5	0	-5	-0.5	2	-2
[20] Cc1cc(Cl)c2oc(C(=O)N3CCN(c4cccc(C)n4)CC3)c(C)c2c1
 : 6	0	12	-1.2	-1	-3	-5	-0.3	-3	-11

Every second line gives: Rtt109 Vps75	RTF Ca sens act	SR-BI DiI-HDL act	CAL PDZ FP-1	CAL PDZ FP-2	Keap1-Nrf2 PPI	PKA-R2B act	LANA DNA inh	RTF Ca sens inh	DAGLB inhibitor
[21] COc1ccc(CSCCNC(=S)Nc2ccccc2)cc1Cl
 : -7	5	·	-0.9	3	-2	1	1.7	-6	-2
[22] CC(C)(C)OC(=O)N[C@H](C(=O)OC(C)(C)C)c1ccc(Br)cc1
 : -2	13	-5	-0.1	-3	-1	-17	2.0	-2	-14
[23] CCN(CC)C(=O)C(=O)c1ccn(-c2c(C)csc2C(=O)OC)c1
 : ·	-2	10	-2.8	0	1	-3	-0.3	0	-2
[24] COc1ccc(N=C2SCC(=O)N2Cc2ccccc2)cc1
 : 11	-6	-10	-2.6	-7	-1	-3	2.7	-3	-5
[25] CCCNC(=O)C1CCC(CNS(=O)(=O)c2ccc3c(c2)CC(C)N3C(C)=O)CC1 (stereo not given)
 : -5	-4	-15	0.1	82*	-3	4	-0.6	-8	0
[26] CCC(C)(C)C1CCc2[nH]nc(C(=O)O)c2C1 (stereo not given)
 : 5	-4	-4	-0.4	0	-4	6	0.8	15	0
[27] COCCCNc1cc(C)nc2ccccc12
 : -5	-7	28	-2.2	-4	-2	-18	-1.3	-8	-2
[28] O=C(CN1CCCC1)Nc1nnc(-c2cccs2)s1
 : 7	-5	3	0.4	-3	-6	-1	0.5	-9	-5
[29] Cc1ccc(-c2nn(CCC#N)cc2C=C(C#N)C#N)cc1
 : ·	-4	18	-2.9	-1	-5	-3	-1.3	8	-2
[30] CCn1c(N2CCN(CC(=O)c3c(C)n(C)c4ccccc34)CC2)nc2c1c(=O)[nH]c(=O)n2C
 : 2	-1	-32	-0.1	3	0	-5	0.9	-8	0
[31] CCN(CC)S(=O)(=O)c1ccc(NS(=O)(=O)c2ccc(O)c([N+](=O)[O-])c2)cc1
 : 18	3	-5	-0.4	17	-2	-11	-1.8	3	9
[32] Cc1cc(C(=O)N/N=C2\CC(=O)CC(C)(C)C2)c2ccccc2n1
 : 0	9	8	-1.7	1	5	4	4.1	-8	2
[33] Cc1[nH]nc2ncc(C(=O)c3cc(Cl)cc(Cl)c3O)cc12
 : -6	-5	-12	1.5	-3	-1	3	-1.4	-1	13
[34] COc1cc(/C=N/Nc2ccc(C(=O)O)cc2)ccc1O
 : 7	-2	8	-1.5	-2	-5	1	4.4	-4	0
[35] COc1cc(C(=O)NC23CC4CC(CC(C4)C2)C3)cc(OC)c1OC
 : 1	3	-21	-0.7	-5	-6	11	0.5	0	-1
[36] O=C(O)CSCC(=O)NCc1ccccc1Cl
 : 2	0	10	0.0	-3	0	2	0.5	-8	-2
[37] O=C(CCl)Nc1nc(-c2ccco2)c(-c2ccco2)s1
 : 2	0	·	-1.5	-1	3	-3	-0.2	-2	2
[38] CC(=O)c1ccc(S(=O)(=O)N2CCN(C(=O)c3ccc(COc4ccccc4)o3)CC2)cc1
 : 13	2	-10	0.1	1	1	3	-0.1	-4	0
[39] Cc1ccc(C)c(OCCCN2CCCC2)c1
 : -4	-2	9	-0.2	2	-2	7	-0.6	-3	-3
[40] Cc1ccc(S(=O)(=O)N2CCN(S(=O)(=O)c3cccs3)CC2)cc1
 : -6	-3	·	-0.7	·	1	-4	1.0	-4	-2

Molecules listed so far that have a furan ring, fused or not (five):
Every second line gives: Rtt109 Vps75	RTF Ca sens act	SR-BI DiI-HDL act	CAL PDZ FP-1	CAL PDZ FP-2	Keap1-Nrf2 PPI	PKA-R2B act	LANA DNA inh	RTF Ca sens inh	DAGLB inhibitor
[6] COc1ccccc1NC(=S)NC(NC(=O)c1ccco1)C(Cl)(Cl)Cl (stereo not given)
 : 1	-3	-3	-2.1	-4	-4	-9	1.4	-16	-3
[10] COc1cc(/C=C2\C(=N)N3N=C(S(C)(=O)=O)SC3=NC2=O)ccc1OC(=O)c1ccco1
 : 2	-7	9	-6.9	-16	-9	-4	-9.7	-9	6
[20] Cc1cc(Cl)c2oc(C(=O)N3CCN(c4cccc(C)n4)CC3)c(C)c2c1
 : 6	0	12	-1.2	-1	-3	-5	-0.3	-3	-11
[37] O=C(CCl)Nc1nc(-c2ccco2)c(-c2ccco2)s1
 : 2	0	·	-1.5	-1	3	-3	-0.2	-2	2
[38] CC(=O)c1ccc(S(=O)(=O)N2CCN(C(=O)c3ccc(COc4ccccc4)o3)CC2)cc1
 : 13	2	-10	0.1	1	1	3	-0.1	-4	0

The main list resumes, repeating the 2 entries before the break.
Every second line gives: Rtt109 Vps75	RTF Ca sens act	SR-BI DiI-HDL act	CAL PDZ FP-1	CAL PDZ FP-2	Keap1-Nrf2 PPI	PKA-R2B act	LANA DNA inh	RTF Ca sens inh	DAGLB inhibitor
[39] Cc1ccc(C)c(OCCCN2CCCC2)c1
 : -4	-2	9	-0.2	2	-2	7	-0.6	-3	-3
[40] Cc1ccc(S(=O)(=O)N2CCN(S(=O)(=O)c3cccs3)CC2)cc1
 : -6	-3	·	-0.7	·	1	-4	1.0	-4	-2
[41] CCCCN(CC)Cc1ccc(CNC(=O)Nc2ccc(F)cc2)o1
 : 2	0	12	·	-6	1	8	-0.1	2	3
[42] OC(COCCOc1ccc(Br)cc1)CN1CCN(Cc2ccccc2)CC1 (stereo not given)
 : -3	8	19	0.2	-2	-4	-6	-1.0	-3	1
[43] CCC(C)NC(C(=O)Nc1ccc(Cl)c([N+](=O)[O-])c1)c1ccccc1 (stereo not given)
 : 4	-1	3	-0.5	-1	0	-6	1.3	-2	-6
[44] O=C(Nc1cccc(Cl)c1)c1ccc(-n2cncn2)c([N+](=O)[O-])c1
 : -2	5	-23	-3.2	-2	-3	8	0.2	-5	1
[45] Nc1nnc(SCc2ccc([N+](=O)[O-])cc2)s1
 : -6	-5	13	-2.9	-3	-4	-2	0.3	0	2
[46] CC(=O)Oc1ccc(N2C(=O)C3C4C=CC(CC4)C3C2=O)cc1[N+](=O)[O-] (stereo not given)
 : -2	-2	-25	-1.7	0	-2	9	0.7	-22	1
[47] CCCNc1nc(C)cc(-c2cc(C(=O)NC3CCCC3)on2)n1
 : 11	-4	-9	-1.9	-3	-1	-5	-0.3	-2	1
[48] CC(C)Oc1ccccc1/C=N/NC(=O)C1CCCC1
 : -2	1	-10	0.1	·	-1	-1	-0.1	3	-2
[49] O=C(NC(=O)c1ccc(Cl)cc1)OC1CCCCC1
 : -3	-7	8	-1.2	-1	1	-7	-1.5	-1	-2
[50] CN1/C(=N\O)c2cccc3cccc1c23
 : -61	-2	13	-1.0	-1	0	-1	0.7	-2	4
[51] CCOC(=O)c1ccccc1NC(=O)c1ccc2nccnc2c1
 : -15	2	-26	-4.4	-4	2	1	-1.0	-6	0
[52] CCN(CC)c1ccc(NC(=O)CN2CCN(CC(=O)Nc3ccc(OC)cc3)CC2)cc1
 : 7	-2	·	-0.4	-1	-7	9	1.7	-9	2
[53] CCCN1CCN(CCCNC(=O)c2cc3c(s2)-c2c(C)cccc2OC3)CC1
 : i	-7	-36	-3.5	-10	-1	0	-0.9	-4	-1
[54] Cc1ccccc1N1CCN(C(=S)c2ccc(-c3ccc([N+](=O)[O-])cc3)o2)CC1
 : -1	0	-43	0.5	-8	1	7	2.4	-1	1
[55] O=C1N=C(N2CCOCC2)S/C1=C\c1ccncc1
 : -2	3	6	-0.3	-4	-9	-3	-0.7	3	-2
[56] COc1cccc(NC(=O)c2ccc(S(=O)(=O)N(C)C)cc2)c1
 : -9	1	-19	-2.6	-2	-1	-5	-1.1	0	0
